Source: PubChem BioAssay
D3 ag – agonists of human D3 dopamine receptor; D3R DiscoveRx beta-arrestin cells, luminescence, 90 min; P35462; actives 0.58% (n = 410,000); max activation, %; in the data active = max activation above about 30%; also: 0% is about no effect; mostly tested at two doses, the higher about 12 µM
Target sequence (P35462 whole entry, looked up): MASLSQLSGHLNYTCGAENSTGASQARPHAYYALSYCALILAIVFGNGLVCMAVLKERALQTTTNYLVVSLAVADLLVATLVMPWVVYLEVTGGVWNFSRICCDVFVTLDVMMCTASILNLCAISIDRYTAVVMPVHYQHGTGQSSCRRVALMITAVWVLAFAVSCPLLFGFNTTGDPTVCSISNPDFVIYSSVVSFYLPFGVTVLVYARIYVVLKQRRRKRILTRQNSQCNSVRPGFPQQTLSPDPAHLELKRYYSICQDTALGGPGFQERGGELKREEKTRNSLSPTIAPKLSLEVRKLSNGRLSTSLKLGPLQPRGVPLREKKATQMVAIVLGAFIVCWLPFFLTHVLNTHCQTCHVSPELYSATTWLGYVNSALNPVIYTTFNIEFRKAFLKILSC
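Cells at 1500/well, incubated overnight, then treated with pinned compounds (dopamine as control) for 90 min at 37 degrees C. DiscoveRx reagent added for 30 - 60 minutes at room temperature; luminescence read.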
EPAC2 agonist – EPAC2 (human) agonism | Q8WZA2 | EPAC2 activation, biochemical qHTS; response scale: 100% = 6.5 mM cAMP response | Potency, µM (highest dose often 154 µM), inactives show at the top dose activation, usual class: activators | actives 0.079% (n = 360,000) | AID 720711; also: potency is read from the fitted curve at half-maximal effect; nearly all actives have a fitted effect of over 50% in size
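qHTS, titration series. 100 nM EPAC2 / 250 nM Rap1B-BODIPY-GDP / 50 uM GDP; RT; ex 480/em 540 nm, 5-min reads to 30 min. Norm. to 6.5 mM cAMP = activation.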
PTHR1 agonist – agonists of human PTHR1 parathyroid hormone receptor. Q03431. HEK293 GP2 PTHR1 cells, GloSensor cAMP luminescence, 1 h. Potency, µM (series often up to 115 µM), without a hit: at the highest dose activation, actives largely listed as activators. actives 0.075% (n = 410,000); also: potency is read from the fitted curve at half-maximal effect; nearly all actives have a fitted effect of over 55% in size; some results filed as inactive show a strong effect at the top dose; inactives centre near -15; many of its hits are not listed in these tables
Target sequence (Q03431 whole entry, looked up): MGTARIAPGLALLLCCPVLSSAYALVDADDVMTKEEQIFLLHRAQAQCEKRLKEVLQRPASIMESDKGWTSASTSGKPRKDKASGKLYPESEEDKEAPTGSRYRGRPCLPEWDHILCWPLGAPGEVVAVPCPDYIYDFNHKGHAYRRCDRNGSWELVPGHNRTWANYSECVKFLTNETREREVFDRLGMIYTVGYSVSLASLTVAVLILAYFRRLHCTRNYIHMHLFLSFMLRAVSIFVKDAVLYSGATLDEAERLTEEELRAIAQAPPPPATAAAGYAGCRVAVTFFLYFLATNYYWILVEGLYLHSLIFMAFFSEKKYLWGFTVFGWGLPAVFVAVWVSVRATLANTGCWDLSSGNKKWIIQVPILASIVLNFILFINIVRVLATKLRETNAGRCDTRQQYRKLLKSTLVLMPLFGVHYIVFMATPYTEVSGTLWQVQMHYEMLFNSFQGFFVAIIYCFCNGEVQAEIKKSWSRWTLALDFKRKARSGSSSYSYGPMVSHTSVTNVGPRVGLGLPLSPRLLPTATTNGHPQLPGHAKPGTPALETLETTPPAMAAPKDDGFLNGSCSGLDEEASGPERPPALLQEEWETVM
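HEK-293-derived GP2 cells expressing PTHR1 and a GloSensor cAMP reporter, 3,000/well, plated overnight, given luciferin plus IBMX (each 0.5 mM as added) for 1 h at 37 °C, then compound for 1 h at 37 °C. Luminescence was read after 15 min at room temperature.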
CCT modulator – modulators of cytosolic chaperonin (CCT/TRiC) activity; purified chaperonin ATPase assay, HTRF ADP detection, 30 min; activity change, % (test concentration not listed), hits read low; actives 0.3% (n = 360,000); AID 651819; in the data active = activity change below about -30%; also: % is scaled to controls: 0 for no effect and ±100 for the full control effect
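ATPase activity: ADP formed was measured by HTRF Transcreener (665/615 nm ratio) after 30 min at 37 deg C with 10 uM ATP. Compounds screened at one 76 uM concentration against 40 or 20 nM TRiC in Tris pH 7.4/KCl/MgCl2/DTT buffer.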
DRD3 antagonist – D3 dopamine receptor (human) antagonism; actives 2.5% (n = 360,000); P35462; max response, negative = inhibition, %; AID 652054; D3R cells, DiscoveRx beta-arrestin luminescence, antagonist mode; stronger effect = lower value; in the data active = max response below about -50%; inconclusive = no clear call, values can overlap the other calls; also: % is scaled to controls: 0 for no effect and ±100 for the full control effect; mostly tested at two doses, the higher about 12 µM
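Cells plated overnight at 1500 cells/well, then exposed to library compounds with dopamine controls for 90 minutes at 37 degrees C. DiscoveRx reagent added for 30–60 minutes at room temperature; luminescence read, quantitative HTS format.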
EPAC2 antagonist – blocks human EPAC2 exchange factor | Q8WZA2 | EPAC2 GEF exchange of Rap1B-BODIPY-GDP, fluorescence | Potency, µM (highest dose often 114 µM), without a hit: at the highest dose activity, negative = inhibition, hits mostly inhibitors | actives 0.18% (n = 360,000) | AID 720708; also: potency is read from the fitted curve at half-maximal effect; % is scaled to controls: 0 for no effect and ±100 for the full control effect; nearly all actives have a fitted effect of over 45% in size; many of its hits are not listed in these tables
Akt phos inh – inhibitors of Akt phosphorylation | Neuro2A IGF-stimulated pAkt S473 HTRF, 20 min; stronger effect = lower value | activity change, % for hits at 50 µM | actives 0.32% (n = 360,000) | AID 651550; in the data active = activity change below about -80%; inconclusive = mostly about -51% to -80%; also: % is scaled to controls: 0 for no effect and ±100 for the full control effect
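Neuro2A cells in DMEM with 0.5% FBS, overnight at 37 deg C, given compound at single 50 µM final, then IGF (6 nM final) for 20 min at 37 deg C. Lysed; phospho-Akt Ser473 by HTRF after 24 h, 665/615 ratio.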
Mm-Cpn inhibitor – inhibitors of Methanococcus maripaludis chaperonin (MmCpn). purified Mm-Cpn ATPase, ADP Transcreener TR-FRET. Potency, µM (top dose mostly 76.9 µM), for inactives: at the highest dose activity, negative = inhibition, most hits filed as inhibitors. actives 0.031% (n = 330,000). AID 504842; also: potency is read from the fitted curve at half-maximal effect; % is scaled to controls: 0 for no effect and ±100 for the full control effect; nearly all actives have a fitted effect of over 80% in size
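Compound-treated chaperonin, 25 nM final, turns over 10 uM ATP at 37°C for 30 min following a 10 min preincubation; ADP generated competes with ADP-d2 for Eu-cryptate antibody, lowering FRET.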
Numbers without * were called inactive; i = inactive; ? = inconclusive; · = no result given; [ ] = dose if it differs, or a comment. Unless noted, calls follow the shape of the dose curve; as a rule, active = well fitted curve in the direction sought with a large enough effect; inconclusive = small, poorly fitted or top-dose-only effect, or another doubt; inactive = no such curve, though single readings can be large; an effect the other way counts as inactive or inconclusive. Only part of the results is shown; the hit share may differ from the screen's.

SMILES	D3 ag	EPAC2 agonist	PTHR1 agonist	CCT modulator	DRD3 antagonist	EPAC2 antagonist	Akt phos inh	Mm-Cpn inhibitor
Cc1ccc(OCCCn2ccnc2)c([N+](=O)[O-])c1	0	9%	i	-5.0	-9	3%	i	3%
CC(C)(C)c1ccc(C(=O)CS(=O)(=O)c2ccccc2)cc1	-6	20%	-73%[inhibitor][57.5 µM]	0.6	0	2%	i	-1%
C[C@@H]1CC(=O)[C@H]2CC(CO)=CCC[C@@H]2[C@@]1(C)CC/C(=C/CO)CO	-18	7%	-11%	0.3	?	?	i	-3%
O=C(Cc1cccs1)Nc1nnc(SCc2ccc(Br)cc2)s1	1	-1%	-47%	2.3	8	-2%	i	-7%
O=C(CSc1nccc(=O)[nH]1)Nc1cc(C(F)(F)F)ccc1N1CCOCC1	-11	11%	4%	-2.9	-21	-3%	i	3%
NC(=O)C1CCN(C2CC(=O)N(Cc3cccs3)C2=O)CC1 (configuration not stated)	-5	2%	-4%[57.5 µM]	-3.5	-5	20%	i	3%
COC(=O)c1ccc(Oc2ccc3nnc(C)n3n2)cc1	-7	1%	-19%[57.5 µM]	-3.1	-25	-1%	i	0%
O=C(Nc1nnc(SCc2cccnc2)s1)C1CC(=O)N(c2ccccc2)C1 (configuration not stated)	4	1%	i	-0.2	9	12%	i	1%
O=C(OCCN1CCCCC1)c1cccc(F)c1	-26	-5%	-15%	2.5	?	0%	i	2%
CC1CCN(C(=O)c2ccc3c(=O)n4c(nc3c2)CCCCC4)CC1	-6	-10%	-13%	1.8	-14	7%	i	-5%
O=C(CCc1nc2ccccc2c(=O)[nH]1)N1CCCc2ccccc21	10	-3%	i	0.6	7	1%	i	0%
CC(Sc1nc(-c2ccco2)nc2c1c(=O)n(C)c(=O)n2C)C(=O)O (configuration not stated)	0	8%	?	-5.1	-19	-4%	i	-1%
Cc1ccc(S(=O)(=O)N2CC3(O)CN(C(=O)OC(C)C)N(C(=O)OC(C)C)CC3(OC(=O)NC3CC3)C2)cc1 (configuration not stated)	6	-3%	-7%	1.0	-11	1%	i	·
CSc1cccc(NC(=O)CCCNC(=O)c2ccc(Cl)cc2)c1	-4	-9%	i	-1.6	-4	-11%	i	-3%
COC(=O)CCCNc1ncccc1[N+](=O)[O-]	-1	4%	-2%	-1.4	-5	3%	i	0%
CC12CN(C(=O)c3ccccc3)C3(C#N)CC1CCC23C (configuration not stated)	10	5%	-42%[inhibitor][57.5 µM]	-2.4	-3	10%	i	-6%
Cc1ccc(C(=O)Oc2csc(=S)n2C(=O)c2ccc(C)cc2)cc1	2	-8%	i	1.9	-2	-12%	i	0%
S=C(NCc1ccco1)NC1CCCc2ccccc21 (configuration not stated)	-8	22%	-27%	-1.1	-15	-15%	i	1%
Cc1cc(C)cc(N(C(=O)CNC(=O)c2ccco2)C(C(=O)NC2CCCCC2)c2ccncc2)c1 (configuration not stated)	9	3%	-15%	-1.5	-2	-2%	i	2%
CCOC(=O)[C@]12CCCC=C1N(Cc1cccc3ccccc13)C(=O)[C@H](CC(=O)NCc1cccs1)C2	-9	12%	-35%[inhibitor]	0.0	-22	-1%	i	·
O=C(O)COc1ccc(-c2nccc(-c3ccccn3)n2)cc1	0	2%	-31%[inhibitor]	-0.2	-1	-10%	i	-1%
O=C(c1ccc2ccccc2c1)C1CCCN(C(=O)c2cnccn2)C1 (configuration not stated)	6	-2%	i	1.4	14	-7%	i	-1%
O=C(Nc1nccs1)c1ccc(-c2cccc([N+](=O)[O-])c2)o1	-6	-2%	i	-5.0	13	-27%	i	1%
COc1ccc(C(=O)NC2CCCN(Cc3ccc(Cl)cc3)C2)c(OC)c1 (configuration not stated)	-15	9%	-31%[inhibitor]	-1.0	?	-24%	i	-2%
COC(=O)C1=C(N)Oc2cc(C)n(Cc3cccnc3)c(=O)c2C1c1ccc(OC)c(OC)c1OC (configuration not stated)	-4	5%	-15%[57.5 µM]	2.0	30	10%	i	-1%
Cc1cc(N2CCOCC2)nc2ccc(NC(=O)CCC(=O)N3CCCCC3)cc12	-2	-4%	i	1.5	8	-3%	i	2%
O=C(Nc1cccc(S(=O)(=O)N2CCOCC2)c1)c1cn(-c2ccccc2)nc1-c1ccc(F)cc1	-6	13%	0%	-0.7	-1	-11%	i	-1%
Cc1ccc(OCC(=O)Nc2ccon2)c([N+](=O)[O-])c1	-8	10%	-5%	0.7	-16	0%	i	0%
CCc1ccc2[nH]c(=O)c(CN(Cc3ccccc3OC)Cc3nnnn3Cc3ccco3)cc2c1	1	-1%[15.6 µM]	-28%[57.5 µM]	-2.0	15	-3%	·	-18%
C[C@@H]1CN(C(=O)c2nc3ccc(Cl)cn3c2CN2CCc3sccc3C2)C[C@H](C)O1	2	-4%	-9%	-0.8	-16	-1%	i	-2%
O=C(CCN1C(=O)c2ccccc2S1(=O)=O)Nc1ccccc1F	8	2%	-33%	2.4	0	-3%	i	-5%
COc1cc([C@H]2OC[C@H]3[C@@H]2CO[C@H]3c2ccc(O)c(OC)c2)ccc1O	4	5%	-17%	-13	25	-8%	i	0%
CCCCOc1cccc(C(=O)NC(=S)Nc2cccc(C(F)(F)F)c2)c1	-14	9%	-27%	-1.7	-7	-12%	i	1%
N#C/C(=C\c1ccc(-c2ccccc2[N+](=O)[O-])o1)C(=O)N1CCOCC1	-3	-1%	?	-1.8	0	-4%	i	0%
CCN(C(=O)CSc1nc2nc(C)cc(C)n2n1)c1ccccc1	1	2%	-11%	-4.8	-13	14%	i	0%
COCCOC(=O)c1c(C)n(C)c2ccc(OC(=O)c3c(OC)cccc3OC)cc12	1	11%	-8%	1.5	48	1%	i	-16%
CCOc1ccc(CN2CCC(n3nccc3NC(=O)C3CC3)CC2)cc1CO	1	-1%	-20%	-0.8	-1	12%	i	-1%
COC(=O)C1=NN(C(C)(C)CC(C)=O)C2C(=O)N(C3CCCCC3)C(=O)C12 (configuration not stated)	5	0%	i	1.7	17	0%	i	1%
COC(=O)[C@@H]1C[C@H]2CC[C@H](O)C[C@H]2N1Cc1ccccc1OC(=O)c1cccs1	-11	12%	-23%	-1.1	1	-13%	i	0%
O=[N+]([O-])c1cc(Cl)ccc1Nc1ccccc1	0	4%	-6%	0.9	1	-15%	i	-4%
CCN(C(=O)CSc1nnc(-c2ccc(F)cc2)n1C)C1CCS(=O)(=O)C1 (configuration not stated)	6	12%	i	-1.2	0	0%	i	-2%
CCOC(=O)c1c[nH]c2ccc([N+](=O)[O-])cc12	-7	7%	i	0.0	1	10%	i	·
CC(C)OCCCN1CN(S(=O)(=O)c2ccccc2)c2nc3ccccc3nc21	5	-4%	i	0.3	-14	-2%	i	-4%
CCC(CC)c1nnc(NC(=O)CCN2C(=O)c3ccccc3C2=O)s1	-3	-13%	-3%	0.3	32	-1%	i	1%
CCc1cccc(C)c1NC(=O)CSc1nc2ccc(N3C(=O)c4ccccc4C3=O)cc2s1	-6	9%	i	-0.4	2	10%	i	-6%

The list goes on; it opens with the six that closed the last part.
SMILES	D3 ag	EPAC2 agonist	PTHR1 agonist	CCT modulator	DRD3 antagonist	EPAC2 antagonist	Akt phos inh	Mm-Cpn inhibitor
O=[N+]([O-])c1cc(Cl)ccc1Nc1ccccc1	0	4%	-6%	0.9	1	-15%	i	-4%
CCN(C(=O)CSc1nnc(-c2ccc(F)cc2)n1C)C1CCS(=O)(=O)C1 (configuration not stated)	6	12%	i	-1.2	0	0%	i	-2%
CCOC(=O)c1c[nH]c2ccc([N+](=O)[O-])cc12	-7	7%	i	0.0	1	10%	i	·
CC(C)OCCCN1CN(S(=O)(=O)c2ccccc2)c2nc3ccccc3nc21	5	-4%	i	0.3	-14	-2%	i	-4%
CCC(CC)c1nnc(NC(=O)CCN2C(=O)c3ccccc3C2=O)s1	-3	-13%	-3%	0.3	32	-1%	i	1%
CCc1cccc(C)c1NC(=O)CSc1nc2ccc(N3C(=O)c4ccccc4C3=O)cc2s1	-6	9%	i	-0.4	2	10%	i	-6%
Cc1ccc(CCC(=O)Nc2ccc(CC(=O)O)cc2)o1	0	3%	i	-0.3	19	7%	i	-1%
CCCOc1ccc(C2NC(=O)NC(c3ccccc3)=C2C(C)=O)cc1OCC (configuration not stated)	2	-7%	i	-2.8	-3	-3%	i	2%
CCOC(=O)N1CCN(C(=O)C[C@@H]2C[C@@]3(C(=O)OCC)CCCC=C3N(Cc3ccccc3)C2=O)CC1	-2	4%	i	·	3	-3%	i	·
COCc1nnc(NC(=O)C2CC(=O)N(c3ccc(C)c(Cl)c3)C2)s1 (configuration not stated)	-16	3%	i	1.0	-20	10%	i	0%
CCN(CC)CCCN(C(=O)c1cccs1)c1nc(-c2ccc(OC)cc2)cs1	-50	-3%	-7%[57.5 µM]	-1.0	?	-5%	i	-2%
O=C(CCC(=O)N1CCOc2ccccc21)NCc1ccccn1	-5	3%	i	-1.6	-9	11%	i	?
Nc1c2c(nc3sc4c(c13)CCCC4)CCCCCC2	-3	-6%	-40%[inhibitor]	-1.8	-2	-9%	i	0%
CCOc1ccc(C(=O)CC(C(=O)O)N2CCCCC2)cc1 (configuration not stated)	-8	2%	-37%[inhibitor]	-1.6	-16	7%	i	0%
